# TNF death inh: blocks TNF-alpha induced death of Jurkat FADD-/- cells; 0.068% of 220,000 active; Jurkat FADD-/- TNF necroptosis rescue, ATP luminescence, 24 h; 0 = TNF only, 100 = no-TNF cells; activation (protection from cell death), % at 10 µM;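 active = activation, meaning protection from cell death, of at least 50% relative to plate controls; inactive = activation below 50%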;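 note: necroptosis triggered by 40 ng/mL TNF-alpha added together with compound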
# PPC-1+TRAIL kill: kills PPC-1 cancer cells in the presence of TRAIL. PPC-1 cells + TRAIL, ATPLite viability luminescence. cell killing (% activity), % at 4 µM. 0.41% of 220,000 active;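 active = cell killing above 50% in the first pass at 4 µM, then a duplicate retest at 5 µM averaging 50% or more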;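 note: plate controls were cells with TRAIL plus DMSO for no effect and medium-only wells lacking cells for full effect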
# TRPN1 ag: zebrafish TRPN1 (NompC) channel agonism; HEK293 zebrafish TRPN1-YFP, Fluo-8 calcium fluorescence; 100% = response to 87 µM carbachol; activation, % at 3 µM; 0.18% of 220,000 active; AID 1424;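 active = activation above its plate's cutoff, the mean activation of test wells on that plate plus 3 SD, cut at about 19% in these data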;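 note: 0% = DMSO alone and 100% = 87 µM carbachol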
#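 System: zebrafish TRPN1-YFP in HEK293 cells / Dosing: 3 µM single point / Timing: dye loading 1 h at 37 °C, then 30 min room temperature / Signal: Fluo-8 calcium fluorescence, excitation 470-495 nm, emission 515-575 nm / Read-out basis: percent activation from peak over basal fluorescence ratio, control-normalized / Control set: high carbachol 87 µM, low DMSO alone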
# Wee1 stabilizer: human Wee1 degradation inhibition, primary screen; HeLa Luc-Wee1K328M stability, luciferase luminescence; 100% = proteasome inhibitor MG132 effect; reporter increase, % at 5 µM; 1.2% of 220,000 active; AID 1321;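 active = activation above the mean of all tested compounds plus 3 SD, set per screening run, cut at about 8.8% in these data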;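 note: cells exposed to compound for 20 h before luminescence read; 0% = DMSO alone and 100% = MG132 at 30 µM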
# Target sequence (P30291 whole entry K328M): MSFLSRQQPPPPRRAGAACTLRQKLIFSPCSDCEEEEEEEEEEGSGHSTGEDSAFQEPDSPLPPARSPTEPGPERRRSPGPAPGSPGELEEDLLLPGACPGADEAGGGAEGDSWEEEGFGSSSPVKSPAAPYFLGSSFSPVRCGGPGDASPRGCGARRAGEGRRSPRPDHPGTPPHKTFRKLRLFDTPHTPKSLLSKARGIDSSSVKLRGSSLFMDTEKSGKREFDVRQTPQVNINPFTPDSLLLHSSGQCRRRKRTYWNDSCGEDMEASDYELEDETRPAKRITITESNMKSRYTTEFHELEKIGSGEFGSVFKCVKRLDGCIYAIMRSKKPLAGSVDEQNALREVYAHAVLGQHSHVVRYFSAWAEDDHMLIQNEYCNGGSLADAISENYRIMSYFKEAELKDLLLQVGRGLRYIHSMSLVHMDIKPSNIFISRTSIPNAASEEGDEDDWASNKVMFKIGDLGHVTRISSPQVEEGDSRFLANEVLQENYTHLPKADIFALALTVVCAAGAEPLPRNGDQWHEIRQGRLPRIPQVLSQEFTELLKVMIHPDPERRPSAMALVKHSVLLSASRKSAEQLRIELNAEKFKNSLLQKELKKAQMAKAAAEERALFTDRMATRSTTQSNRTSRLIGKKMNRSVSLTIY
# TRPML3 ag: activates the human TRPML3 channel; 0.29% of 220,000 active; HEK293 TRPML3-YFP, Fluo-8 calcium fluorescence; 100% = the carbachol control signal; activation, % at 3 µM; Q8TDD5; AID 1448;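 active = activation above its plate's cutoff, the mean activation of the plate's test wells plus 3 SD, cut at about 12% in these data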;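 note: 0% = DMSO only wells and 100% = carbachol wells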
#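 Test system: TRPML3-YFP stable HEK293 cells. Doses: single point at 3 µM. Incubation: dye loading 1 h 37 °C then 30 min ambient, 125 s read. Signal: Fluo-8 calcium dye fluorescence, ex 470-495, em 515-575 nm. Measure: percent activation from peak-to-basal fluorescence ratio, scaled between DMSO and carbachol.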
# RBBP9 inh: inhibitors of human serine hydrolase RBBP9. O75884. recombinant RBBP9, FP-Rh probe fluorescence polarization. inhibition, % at 7.94 µM. 0.2% of 220,000 active;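 active = inhibition above the campaign mean of all tested compounds plus 3 SD, cut at about 14% in these data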;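 note: plate controls were DMSO wells with RBBP9 for no effect and wells lacking RBBP9 protein for full effect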
# Target sequence (O75884 whole entry, looked up): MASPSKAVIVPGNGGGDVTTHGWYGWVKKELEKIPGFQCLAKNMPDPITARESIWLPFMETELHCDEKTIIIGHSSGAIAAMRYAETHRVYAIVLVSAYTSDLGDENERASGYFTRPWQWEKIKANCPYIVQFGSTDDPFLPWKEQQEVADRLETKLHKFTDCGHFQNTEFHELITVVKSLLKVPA
#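 Test system – recombinant human RBBP9 · Input – RBBP9 2.5 µM in dispensing solution, pre-mixing · Medium – Tris buffer pH 8.0, NaCl, Pluronic · Schedule – preincubation 30 min plus labeling 45 min at 25 °C · Measured by – fluorescence polarization · Measure – % inhibition · Controls – DMSO and no-protein wells · Replicates – one well per compound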
# CHOP inh: blocks CHOP induction under ER stress. CHO-K1 CHOP-promoter luciferase, tunicamycin-induced, 15-18 h. inhibition, % at 10 µM. 3.8% of 220,000 active. AID 2732;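 active = compounds that reduced the stress-induced luciferase reporter signal by more than about 70% of percent inhibition, limit read from the data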;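 note: 0% = tunicamycin plus vehicle and 100% = wells without tunicamycin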
# Ba/F3 V617F tox: lowers viability of Ba/F3 cells expressing EpoR and JAK2V617F; ATP luminescence; inhibition, % at 5.6 µM; 1.1% of 220,000 active; AID 1446;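 active = inhibition above the campaign mean plus 3 SD over all tested compounds, cut at about 24% in these data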;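 note: cytokine-independent growth of Ba/F3 cells driven by EpoR plus mutant JAK2; 0% = DMSO-treated cells and 100% = JAK inhibitor I control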
# BaF3 tox: reduces parental Ba/F3 cell viability, JAK2V617F counter-screen | AID 1486 | CellTiter-Glo ATP luminescence | inhibition, % at 5.6 µM | 1.1% of 220,000 active;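 active = inhibition above a per-campaign cutoff, the mean inhibition of all tested compounds plus 3 SD, cut at about 27% in these data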;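 note: 0% = DMSO wells and 100% = JAK Inhibitor I control wells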
# The depositor's hits bear a star; / = not tested or not shown; & = joins results of further samples.
# Value order – TNF death inh	PPC-1+TRAIL kill	TRPN1 ag	Wee1 stabilizer	TRPML3 ag	RBBP9 inh	CHOP inh	Ba/F3 V617F tox	BaF3 tox
COc1cc(/C=N/Nc2nc(Nc3ccccc3)nc(-n3nc(C)cc3C)n2)cc(OC)c1OC
→ -3.5	2.3	0.8	-1.9	0.2	-10.2	-26.9	-1.3	5.3
Cc1ccc(/C([O-])=C(/C(=S)Nc2ccc(SC(F)F)cc2)[n+]2ccccc2)cc1[N+](=O)[O-]
→ 1.4	19.4	-0.6	1.8	-0.1	-19.1	10.6	6.0	8.2
Cc1cccc(C(=O)NCC(=O)N2CC(=O)Nc3ccccc32)c1
→ 2.0	9.5	0.5	5.0	0.7	0.9	12.2	1.6	2.0
O=C(CNC(=O)c1ccco1)OCc1c(F)cccc1Cl
→ -0.2	11.4	0.7	-0.4	1.2	-6.9	27.0	-2.8	0.3
c1cn(CC2(Cn3ccnc3)COC2)cn1
→ -0.9	7.0	1.3	-1.7	0.2	-2.1	0.4	-4.4	1.7
COc1ccc(NC(=O)c2cc3c(Cl)nc4ccccc4c3s2)cc1OC
→ 1.8	-0.4	-1.0	-3.4	0.5	-4.8	21.8	0.2	0.7
CCOc1[nH]n(-c2ccccc2)c(=O)c1C=NCC(=O)OC
→ -0.8	14.4	0.2	-3.7	-1.7	-4.8	4.1	1.4	6.8
C=CCNC(=O)c1onc(CSc2ccc(Cl)cc2)c1C(=O)O
→ -0.3	14.9	0.4	0.5	0.0	-3.9	-7.2	48.7*	35.4*
Cc1nnc(SCC2=C(C(=O)O)N3C(=O)[C@@H](NC(=O)Cn4cnnn4)[C@H]3SC2)s1
→ 0.7	15.5	2.1	0.4	0.7	-4.3	39.9&-9.6	-2.2	8.9
Cc1ccc(OCCCCn2c(CO)nc3ccccc32)cc1
→ 1.5	14.1	0.0	-2.3	1.1	-4.3	30.4	-1.2	4.7
COc1ccc(C2C(C(C)=O)=C(O)C(=O)N2c2cccnc2)c(OC)c1 (configuration not stated)
→ -3.4	5.3	0.3	5.1	-0.3	-2.6	2.4	1.2	5.3
COc1ccc(NC(=O)CN2CCC(C(N)=O)(N3CCCCC3)CC2)c(OC)c1
→ 0.7	-0.1	0.4	1.6	0.8	-3.3	10.4	0.6	5.0
O=c1c2oc3ccccc3c2ncn1Cc1ccc(F)cc1
→ 3.4	-8.4	0.3	5.2	1.1	-1.4	29.6	0.4	5.3
COc1ccc(NC(=O)Nc2ccccc2SC)c(OC)c1
→ 0.4	21.3	0.0	7.8	0.8	-4.0	23.3	1.2	5.5
CCOc1ncccc1C(=O)OC(C)C(=O)Nc1ccc(CC)cc1 (configuration not stated)
→ 2.1	-4.7	-1.1	-2.5	-0.4	-3.8	2.9	1.0	4.0
Cc1ccc2nc(NC(=O)C3=NN(c4ccccc4)C(=O)CC3)sc2c1
→ 1.6	7.2	0.6	0.4	0.4	-4.0	2.4	0.8	4.4
Cc1ccc(C(=O)CSc2ncnc3ccccc23)o1
→ 1.8	2.1	-1.1	4.9	0.6	1.8	10.0	2.8	7.2
CC1CCN(Cc2cnc(Cl)s2)CC1
→ -1.8	-18.7	0.8	-1.2	0.7	-2.7	-10.6	-5.3	2.7
O=C(O)Cn1ncc2c1-c1ccoc1CC2
→ 0.1	6.6	1.7	-1.7	0.3	-1.1	-6.5	5.4	3.7
CCc1cccc(NC(=O)CN(C)S(=O)(=O)c2cccs2)c1
→ 0.7	5.6	-0.6	0.6	-1.0	-1.5	27.5	-4.0	1.5
Cc1cc(C)n(-c2nnc(C)n2/N=C/c2ccc(O)cc2)n1
→ -0.6	-5.5	0.9	-2.7	-0.4	-0.6	44.6	-2.3	11.8
O=C(Nc1ccncc1)c1cccc(F)c1
→ -4.1	-32.0	-0.1	-1.0	0.2	7.3	11.3	-1.9	4.8
Cc1ccc(C(=O)N2CCC(C(N)=O)CC2)cc1C
→ -1.8	23.1	-0.1	-2.3	0.6	-8.0	10.4	-0.3	0.1
CCOC(=O)N1CCC(N(CCOC)C(=O)Nc2ccc(Cl)cc2)CC1
→ 0.2	4.0	1.2	-1.2	0.7	1.2	34.6	-1.8	8.0
O=C1CCC/C(=N\NC(=O)NC2CCCCC2)C1
→ -1.2	15.8	2.4	-1.6	0.3	1.0	-11.3	2.0	8.6
COC(=O)C1=CN(C(C)C)C=C(C(=O)OC)C1c1cc2c(cc1Br)OCO2
→ -2.3	5.1	-1.4	-0.4	0.1	-2.7	-13.7	-4.6	2.3
CCc1nnc(NC(=O)CSc2nnc(CSc3nc(C)cc(C)n3)o2)s1
→ 0.2	-5.9	0.3	-1.8	0.1	-9.1	/	-2.3	-1.0
Oc1cccc(/C=N/Nc2nn3cnnc3c3ccccc23)c1
→ -11.5	28.5	2.1	-2.0	1.2	-7.6	7.4	2.8	1.6
CCOC(=O)c1c(/N=C/N(C)C)sc(/C=N/Nc2ccccc2)c1-c1ccccc1
→ 0.4	9.3	-0.1	0.2	0.1	1.2	82.2*	-7.2	3.4
O=C(CCl)Nc1ccccc1Sc1ccc(Cl)cc1
→ -21.2	-6.9	-1.0	1.6	-0.6	-0.5	-25.7	0.0	1.3

# Next section, overlapping the part above by two compounds.
# Value order – TNF death inh	PPC-1+TRAIL kill	TRPN1 ag	Wee1 stabilizer	TRPML3 ag	RBBP9 inh	CHOP inh	Ba/F3 V617F tox	BaF3 tox
CCOC(=O)c1c(/N=C/N(C)C)sc(/C=N/Nc2ccccc2)c1-c1ccccc1
→ 0.4	9.3	-0.1	0.2	0.1	1.2	82.2*	-7.2	3.4
O=C(CCl)Nc1ccccc1Sc1ccc(Cl)cc1
→ -21.2	-6.9	-1.0	1.6	-0.6	-0.5	-25.7	0.0	1.3
COc1cccc(/C=N/NC(=S)NC2CC3CCC2C3)c1OC (configuration not stated)
→ 0.4	-4.0	-0.7	1.4	-0.2	-4.4	2.7	-3.0	-2.1
Cc1ccc(C)c(N2CC(O)(c3cccs3)[N+]3=C2CCCC3)c1 (configuration not stated)
→ 2.5	24.9	0.0	-2.2	1.1	-10.4	-9.7	10.1	21.6
CC1CCN(CCCNC(=O)COc2cc(=O)n(C)c3ccccc23)CC1
→ -0.4	6.7	0.2	2.6	0.8	-5.9	-6.7	-1.5	2.1
CC(=O)c1cccc(N(C(=O)c2ccco2)C(C(=O)NC2CCCC2)c2ccc(N3CCOCC3)cc2)c1 (configuration not stated)
→ 0.0	6.9	-0.7	-1.5	0.1	-7.2	-0.2	6.8	4.8
COc1ccc(N2C(=O)CC(NNC(=O)c3cccnc3)C2=O)cc1 (configuration not stated)
→ 3.9	22.4	1.5	-4.4	0.8	-6.9	-14.4	-3.1	-4.4
CC(=O)Nc1cccc(NC(=O)c2c(-c3ccccc3Cl)noc2C)c1
→ -2.6	-6.1	4.3	1.2	1.8	1.7	28.8	0.3	5.8
N/C(=N\NC(=O)c1cccc(F)c1)c1cc2ccccc2oc1=O
→ -0.2	0.9	2.2	-3.4	0.3	-7.9	-1.6	-3.9	1.8
CCCCc1ccc(NC(=S)NCCN2CCOCC2)cc1
→ -4.2	26.5	0.2	3.2	1.3	2.5	21.8	-0.9	4.1
Cc1cc(C)nc(SCC(=O)Nc2ncc(Cc3cccc(Cl)c3)s2)n1
→ -0.4	16.3	0.2	0.5	0.3	3.4	13.9	-1.0	-1.6
Cn1c(=O)c(/C=C/c2ccccc2)nc2ccccc21
→ -1.2	6.1	-0.2	4.2	0.5	-1.4	11.4	2.2	6.3
COc1ccc(OC)c(C(=O)COC(=O)CNC(=O)c2ccccc2)c1
→ 1.2	11.2	-0.4	-3.8	-1.1	-10.8	12.0	0.9	4.7
O=C(O)C(C(=O)O)=C1C2CC3CC(C2)CC1C3
→ 2.4	11.3	2.7	-3.9	0.2	-14.8	-2.1	-1.6	-3.5
Cc1ccc2nsnc2c1NC(=O)c1cccnc1Cl
→ 1.3	6.7	0.8	-0.6	0.1	-4.4	-0.2	-0.5	3.2
COc1cc(SC#N)ccc1N=Cc1c(C)[nH]n(-c2ccc(C)c(C)c2)c1=O
→ -13.2	13.9	-1.5	1.3	-0.6	-9.0	107.5*	9.5	15.3
CCOC(=O)c1cnc2ccc(C)cc2c1Sc1ccc(F)cc1
→ -9.5	10.0	-2.6	-1.7	-1.7	-3.7	48.1	-5.0	1.3
CCn1c(Cc2ccccc2)nnc1SCC(=O)Nc1ccc(C)cc1
→ 0.3	12.5	-1.4	6.2	-0.2	-2.8	1.6	0.3	6.4
CC1(c2ccccc2)CC(C)(C)N2C(=O)C(=O)c3cccc1c32 (configuration not stated)
→ -0.1	17.5	-3.0	1.5	-1.0	-7.6	47.1	2.6	4.8
O=S(=O)(Nc1cccc2cccnc12)c1ccc(S(=O)(=O)N2CCCC2)cc1
→ -7.2	-6.7	3.2	1.0	3.6	-4.7	-33.5	2.9	6.4
O=C(O)/C=C/C(=O)NCCc1ccc(Cl)cc1
→ 0.0	17.5	0.0	-1.6	1.1	-9.0	-3.4	-5.0	-2.5
COc1ccc(OC)c(NC(=O)C2CC(=O)N(CCc3ccccc3)C2)c1 (configuration not stated)
→ 0.8	-11.7	2.2	-1.0	0.6	-9.2	5.6	1.8	3.8
CCN1C(=O)/C(=C\c2ccc(F)cc2)N=C1SCC(=O)NCc1ccco1
→ 0.4	-13.9	-1.6	-1.2	0.1	-1.9	13.5	-4.4	-1.1
NC[C@@]12CCCC1C1CCC2C1 (some centres not stated)
→ 5.1	14.0	1.5	-1.7	-0.1	1.2	-23.7	-3.6	1.2
CCOc1cc(-c2conc2N)cc(OCC)c1OCC
→ 0.3	7.9	-0.1	-0.2	-0.2	7.7	2.6	0.6	1.3
COc1ccc2nc(SCc3cccnc3)c(C#N)cc2c1
→ -1.2	-2.4	-0.4	-2.2	0.7	1.0	14.1	2.0	3.2
O/N=C/c1cc(Cl)ccc1OCc1cccc2ccccc12
→ -5.3	7.6	-1.7	1.9	-0.1	-24.0	112.7*	-3.4	9.8
CCOc1nnnc2c1sc1nc(N3CCOCC3)c3c(c12)CC(C)(C)OC3
→ -0.4	/	-1.4	3.8	1.1	-8.4	/	-0.9	5.8
O=C(CC(c1ccco1)S(=O)(=O)c1ccccc1)c1ccccc1 (configuration not stated)
→ 0.3	18.6	-2.1	1.5	0.5	-10.1	19.4	-0.9	5.8
O=C(Nc1ccc2oc(-c3ccccc3)nc2c1)c1cccs1
→ 1.8	10.7	4.7	5.4	1.3	-5.6	3.6	-2.4	1.2

# High-throughput results deposited in PubChem by several laboratories.
